# High-throughput results (PubChem BioAssay)
# V-ATPase pH: alters yeast V-ATPase proton transport. hit rate 0.37% among 350,000. response, % at 10 µM. S. cerevisiae, pHLuorin cytosolic pH fluorescence; in the data active means response mostly above about 7.3%, no sharp cut-off; inactive means mostly below about 5.4%; further: actives read high; inactives centre near 0; some compounds called inactive have numbers as strong as hits; reference of the scale not given here
# MITF act: increases MITF-driven TRPM1 promoter luciferase signal; activation, % at 12.5 µM; hit rate 0.75% among 300,000; SK-MEL-5 TRPM1-promoter luciferase, 24 h; % of positive control, neutral wells = 0;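 active means mean activation of at least 80% with every replicate also reaching 80%; inconclusive means mean reaches 80% but some replicate falls short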;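 further: 0% = neutral control wells and 100% = parthenolide positive control wells; values of inactives mirror those of a sister screen read the other way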
# dFosB act: mouse delta FosB homodimer activation; P13346; purified delta FosB, TAMRA-CDK5 oligo fluorescence polarization; percent of positive-control signal above neutral wells; activation, % at 25 µM; hit rate 0.99% among 340,000; AID 493131;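 active means mean activation above about 17%, with every replicate also reaching it, limit read from the data, passing the limit was not always enough; inconclusive means only one of the two conditions met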;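 further: fluorescence polarization rise as delta FosB binds a TAMRA Cdk5 AP-1 oligo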
# Target sequence (P13346 whole entry, looked up): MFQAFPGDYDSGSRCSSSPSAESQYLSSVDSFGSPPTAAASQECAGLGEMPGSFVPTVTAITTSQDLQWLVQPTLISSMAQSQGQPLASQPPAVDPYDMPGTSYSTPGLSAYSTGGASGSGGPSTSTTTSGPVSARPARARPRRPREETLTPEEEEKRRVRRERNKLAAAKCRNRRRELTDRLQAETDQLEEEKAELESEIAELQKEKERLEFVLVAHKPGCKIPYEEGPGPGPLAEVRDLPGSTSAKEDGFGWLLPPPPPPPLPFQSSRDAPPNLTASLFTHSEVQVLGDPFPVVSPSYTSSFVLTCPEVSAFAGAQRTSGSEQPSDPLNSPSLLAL
# CDK5 p35 inh: inhibitors of human CDK5/p35 kinase; Recombinant CDK5/p35, ADP-Glo luminescence, 60 min; inhibition, % at 10 µM; hit rate 0.01% among 330,000;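 active means highest replicate inhibition of at least 50% and at least 75% of replicates reaching 50%; inconclusive means only one of the two criteria met; inactive means both criteria failed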;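 further: plate controls were DMSO neutral control for no effect and GW8510 at 10 µM for full effect; many of its hits are not listed in these tables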
# Target sequence (Q00535 whole entry, looked up): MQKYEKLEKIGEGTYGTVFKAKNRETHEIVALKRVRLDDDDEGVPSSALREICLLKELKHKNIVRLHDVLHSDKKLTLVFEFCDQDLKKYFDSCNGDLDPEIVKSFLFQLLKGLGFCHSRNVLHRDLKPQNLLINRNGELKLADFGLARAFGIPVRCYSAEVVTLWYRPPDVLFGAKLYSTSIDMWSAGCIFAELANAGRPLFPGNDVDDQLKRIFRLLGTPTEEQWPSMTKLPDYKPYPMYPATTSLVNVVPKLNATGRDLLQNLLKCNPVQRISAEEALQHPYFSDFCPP
# Target sequence (Q15078 whole entry, looked up): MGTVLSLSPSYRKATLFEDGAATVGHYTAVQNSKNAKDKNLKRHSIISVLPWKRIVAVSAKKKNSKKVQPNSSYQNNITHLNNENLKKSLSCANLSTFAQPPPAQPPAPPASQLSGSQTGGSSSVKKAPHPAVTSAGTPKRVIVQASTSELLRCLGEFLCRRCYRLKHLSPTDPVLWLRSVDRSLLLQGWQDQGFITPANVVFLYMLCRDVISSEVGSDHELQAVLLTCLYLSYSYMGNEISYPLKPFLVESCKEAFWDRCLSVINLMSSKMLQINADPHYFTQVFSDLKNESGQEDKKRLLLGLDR
# SR-BI HDL uptake: mouse SR-BI HDL lipid transfer inhibition; inhibition, % at 12.5 µM; Q61009; AID 488896; hit rate 0.96% among 320,000; ldlA[mSR-BI] CHO cells, DiI-HDL uptake fluorescence, 3 h;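 active means mean replicate inhibition of at least 70% and a set share of replicates each scoring 70 or more; inconclusive means meets just one of the two criteria; inactive means fails both criteria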;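 further: 0% = median of neutral control wells and 100% = median of positive control wells; values of inactives mirror those of a sister screen read the other way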
# Wnt bcat act: activates Wnt/beta-catenin signaling in a reporter cell assay; activator, plate reader; activation, % at 9.35 µM; hit rate 1.2% among 300,000; in the data active means activation above about 30%, passing the limit was not always enough; inconclusive means no clear call, values can overlap the other calls;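 further: 0% = neutral control wells and 100% = positive control wells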
# HTR5A inv ag: HTR5A inverse agonism, opioid heterodimer counter-screen | P47898 | HTR5A cell line, luminescence | inhibition, % at 9.3 µM | hit rate 0.083% among 340,000 | AID 504634; in the data active means inhibition mostly above about 23%, no sharp cut-off; inactive means mostly below about 18%;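 further: 0% = cells with DMSO and 100% = no-cell wells with DMSO; some compounds called inactive have numbers as strong as hits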
# NSD2 inh: blocks human histone methyltransferase NSD2 | inhibition, % at 12.5 µM | NSD2 peptide methylation, AlphaScreen, 120 min | hit rate 0.54% among 310,000; in the data active means inhibition above about 50%
# PvdQ inh: blocks Pseudomonas aeruginosa PvdQ acylase activity | purified PvdQ acylase, fluorescence plate reader | inhibition, % at 10 µM | hit rate 0.063% among 340,000 | AID 488965; in the data active means inhibition above about 30%, passing the limit was not always enough; inconclusive means no clear call, values can overlap the other calls;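 further: 0% = vehicle neutral wells and 100% = reference inhibitor wells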
# HTR5A ag ctr: counter-screen for OPRM1-OPRD1 agonists: human HTR5A agonism. HTR5A agonist assay, luminescence, cell-based. activation, % at 9.3 µM. hit rate 0.61% among 340,000. P47898; in the data active means activation mostly above about 9.5%, no sharp cut-off; inactive means mostly below about 7.6%;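 further: 0% = cells with vehicle only and 100% = reference agonist; strong numbers were not always called active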
# * = called active by the depositor; ? = inconclusive; · = no result given.
SMILES,V-ATPase pH,MITF act,dFosB act,CDK5 p35 inh,SR-BI HDL uptake,Wnt bcat act,HTR5A inv ag,NSD2 inh,PvdQ inh,HTR5A ag ctr
C=CCOc1ccc2cccc(/C=N/NC(=O)c3cc4cc([N+](=O)[O-])ccc4s3)c2c1,-6,-9,-11,-1.8,77*,·,12,-2,16,-4
O=S(=O)(NCCc1cn2ccccc2n1)c1ccc2c(c1)OCCO2,1,4,4,1.6,-39,4,-7,·,2,-2
Cc1ccc(CNC(=O)/C=C/c2ccccc2Cl)cc1,-5,8,3,-2.0,-15,-1,-40,-1,-15,11*
Cc1ccc(S(=O)(=O)NC(C)C(=O)Nc2ccccc2C(=O)N2CCCC2)cc1 (stereo not given),-1,·,-4,0.4,-26,-2,-20,1,12,-3
Cc1nn(C)cc1CNCc1ccc(OCC(O)CN(C)Cc2ccccc2)cc1 (stereo not given),0,18,-6,-1.5,-24,-5,-25,0,-9,-1
O=C1Cc2cc(NS(=O)(=O)c3cc(F)ccc3F)cc3c2N1CCC3,1,2,-14,1.5,-22,·,15,0,-1,-6
CC(c1ccon1)N(C)Cc1cn(C)nc1-c1cccc(Cl)c1 (stereo not given),-3,-6,-5,0.0,37,-3,-11,-3,22,-1
S=c1[nH]nc(Cc2noc3ccccc23)n1-c1ccc(Cl)cc1,0,2,-14,1.5,21,0,-9,0,-11,1
CCOC(=O)C(=CNNc1ccccc1)C(=O)OCC,1,1,-5,1.4,11,0,4,1,-7,-1
COc1ccc2sc(N(CCN(C)C)C(=O)/C=C/c3cccs3)nc2c1,2,-3,?,-0.5,31,-1,-2,-1,-5,1
COCc1nnc(NC(=O)C(C)C)s1,0,-11,3,0.4,-12,1,-8,-1,2,3
O=Cc1cn(CC(O)CN2CCCCC2)c2ccccc12 (stereo not given),0,1,2,0.2,-24,-1,-12,-1,-8,-4
O=c1c2nnn(-c3cccc(F)c3)c2ncn1Cc1ccccn1,-2,-3,-6,-0.7,7,9,9,0,1,-3
O=C(CCc1ccc(S(=O)(=O)N2CCOCC2)cc1)OCC(=O)c1ccc(Br)cc1,-5,10,2,1.1,8,-3,-2,1,-15,0
Cc1ccc(C(=O)N2CCN(S(=O)(=O)c3ccccc3[N+](=O)[O-])C2)cc1,-1,-2,-2,-0.3,-12,?,-6,·,-12,2
CCC(C)(C)n1nnnc1C(c1ccccn1)N1CCOCC1 (stereo not given),-2,-1,-11,-0.5,-11,-9,1,12,-6,0
COc1ccc(N(C(C)=O)S(=O)(=O)c2cc(OC)ccc2OC)cc1,1,-6,6,1.4,-12,·,-2,0,-13,1
COc1ccc(-c2[nH]ncc2CN2CCSCC2)c(OC)c1,-2,3,-3,0.3,-7,0,3,-3,-16,-1
Cc1sc2nc(CN3CCCC3)nc(N3CCN(C(=O)c4ccco4)CC3)c2c1C,1,3,-3,0.2,7,-7,3,3,0,-1
Cc1cc2nccc(-c3cccnc3)n2n1,0,-7,4,0.7,-6,-1,0,-2,3,0
CC(C)NC(=O)c1nn(C)c2ccccc12,-2,-14,-4,·,-9,·,15,-5,-10,-2
CC(C)N1CCN(Cc2ccc3c(c2)Cc2ccccc2-3)CC1CCO (stereo not given),3,12,2,0.0,5,-7,-6,7,1,4
CSc1ccccc1NC(=O)Nc1cccc(F)c1,-1,29,-8,0.8,25,23,16,-3,-2,-1
COc1cc(Nc2c3c(nc4ccccc24)CCCC3)cc(OC)c1OC,0,0,0,0.2,24,-4,12,4,-13,-5
CCN(C[C@H]1N[C@@](CC)(C(=O)OC)[C@H]2C(=O)N(C)C(=O)[C@@H]12)C(=O)NC(C)C,-1,-1,4,-2.1,1,-2,-3,·,-7,1
CC1CC(=O)NN=C1c1ccc(N(C)C)c([N+](=O)[O-])c1 (stereo not given),3,-9,-3,0.7,-46,·,14,1,-9,-1
O=[N+]([O-])c1cc(-c2nnc(Nc3ccc(O)cc3)c3ccccc23)ccc1N1CCOCC1,3,0,-4,1.3,53,-1,-8,2,13,4
Cc1csc(NC(=O)CSc2nncn2C)n1,13*,4,-8,-3.1,-1,1,-6,1,-12,1
CCCCc1ncc(CN2CCC(n3nccc3NC(=O)C(OC)c3ccccc3)CC2)[nH]1 (stereo not given),-2,1,-1,1.3,-7,2,14,0,-3,6
Cc1ccccc1CN1CCC(CNC(=O)C2CCCN(c3ncnc4c3nc3n4CCCCC3)C2)CC1 (stereo not given),3,17,-15,-2.9,18,-2,-2,5,-8,-2
CCOC(=O)C1=C(COC(=O)c2ccc(Cl)cc2[N+](=O)[O-])NC(=O)NC1C (stereo not given),1,0,2,0.5,-22,-1,10,1,6,-4
CCc1cc(=O)oc2cc(OCC(=O)NCCCN3CCCC3=O)c(Cl)cc12,-4,-1,-7,-0.8,-1,-2,9,1,-6,-1
c1ccc2[nH]c(NN=C3CCCCCC3)nc2c1,0,65,-8,0.5,1,13,-4,5,-16,-2
Cc1nonc1NC(=O)CSc1nnc(N)s1,0,17,0,0.7,-15,-1,5,5,-18,3
CC1=C(C#N)C(NC(=O)c2ccc(Cl)cc2)(C(F)(F)F)C(=O)N1 (stereo not given),-4,-12,-5,-0.8,-9,0,0,-2,14,0
COc1ccccc1NC(=O)OC(C)c1ccc(Cl)cc1 (stereo not given),5,-15,-11,-2.7,·,1,-49,-7,9,17*
CCOC(=O)NC(=O)COC(=O)CCCc1nc2ccccc2s1,-2,0,-6,-0.1,-3,-1,-6,-2,1,2
O=C(NCc1ccco1)/C(=C\C=C\c1ccccc1)NC(=O)c1ccco1,0,8,-6,0.3,10,7,18,2,0,1
NS(=O)(=O)c1ccc(CCNC(=O)C2CCC(CNS(=O)(=O)c3ccc(Br)s3)CC2)cc1 (stereo not given),3,-3,4,-1.1,57,-2,-3,-8,4,1
Cc1nc(C/C(=N\N)c2ccc(O)cc2O)cs1,1,-8,-3,-5.6,-8,0,9,0,-4,-4
OCCCNc1nccc(-c2cc(Nc3cccc(Cl)c3)ncn2)n1,-4,-48,5,12,61,-24,-10,·,6,0
Cc1ccc(-n2nnnc2SCC(=O)c2cc(C)n(-c3cc(C)on3)c2C)cc1,3,-7,6,-3.5,5,2,1,-2,-10,-1
CCOC(=O)c1ccc(NC(=O)COc2ccccc2CNC2CCCC2)cc1,-2,20,-9,-0.5,15,-2,5,8,-7,-4
CCSc1nnc(SCC(=O)NC2CCCCC2)s1,1,-4,-4,1.9,-15,-3,0,0,-13,3
COCCNC(=O)c1ccc(Cn2c(SCC(=O)NCC3CCCO3)nc3ccc(Br)cc3c2=O)cc1 (stereo not given),1,-3,-8,1.1,2,-1,11,-2,1,0
Cc1cc(C)nc(NNC2=CC(=[N+]3CCCC3)CCC2)n1,1,6,-4,9.2,-5,-2,-1,41,10,1
Cc1ccc(-n2c(SCC(=O)N3CCCc4ccccc43)nnc2-c2cccnc2)c(C)c1,-2,-3,-8,-0.6,23,-5,-1,-2,-10,1
Cc1cc(=O)oc2cc(OCC(=O)N/N=C/c3cc([N+](=O)[O-])ccc3O)ccc12,6,-13,-8,-4.1,1,·,10,·,-19,-4
CC(CN1CCOCC1)C(=O)c1ccccc1 (stereo not given),2,12,5,-1.5,3,0,3,-6,8,0
CC(C)C(=O)Nc1cccc(C(=O)Nc2nnc(C(C)(C)C)s2)c1,-3,3,-4,2.0,60,·,7,3,-15,-2
CCOC(=O)C1(CCOC)CCN(C(=O)Cc2ccc3ccccc3c2)CC1,-3,·,-12,0.5,29,1,15,-2,-15,-4
C=CCOc1ccccc1NC(=O)CN1C(=O)CNC1=O,-2,-7,5,-0.8,-23,-2,7,1,-14,-3
COCCNC(=S)N1CCC(C(=O)c2ccc(C)cc2)CC1,6,·,-1,15,4,7,-9,7,4,2
C=CCSc1ncccc1C(=O)NCc1ccccc1,-2,-1,-1,-0.6,-16,-2,-10,1,-21,-1
CC(C)C(Sc1nc(-c2ccccc2)cc(-c2ccccc2)c1C#N)C(=O)O (stereo not given),0,-5,-7,-0.2,-3,·,6,9,-13,-2
C[C@H](CO)N1C[C@H](C)[C@@H](CN(C)S(=O)(=O)c2cn(C)cn2)Oc2c(NS(=O)(=O)c3cn(C)cn3)cccc2C1=O,-2,-7,-1,-1.8,1,2,-25,·,-8,7
O=C(N/C(=C\c1ccc(F)cc1)C(=O)N1CCCCCC1)c1ccccc1,1,-7,-7,0.8,2,-1,-2,-2,-4,1
CCC(C)OC(=O)C1=C(C)NC2=C(C(=O)C(C(=O)OC)C(C)C2)C1c1ccc(N(C)C)cc1 (stereo not given),-3,-4,2,1.7,8,-2,2,-2,9,-1
CC(=O)Nc1ccc(S(=O)(=O)Nc2cccn(Cc3ccc(C)cc3)c2=O)cc1,1,-9,-9,-0.4,13,-2,-9,25,20,1
CCCCN(C(=O)CCN1C(=O)C2CC=CCC2C1=O)c1c(N)n(CCCC)c(=O)[nH]c1=O (stereo not given),-3,11,3,-2.9,-25,6,1,-3,-14,-6

# Carrying on:
SMILES,V-ATPase pH,MITF act,dFosB act,CDK5 p35 inh,SR-BI HDL uptake,Wnt bcat act,HTR5A inv ag,NSD2 inh,PvdQ inh,HTR5A ag ctr
CC(C)[C@H](NC(=O)NCCc1ccccc1)C(=O)O,-1,0,-3,0.9,-14,·,-9,-2,-14,2
O=C(Cc1cn2ccsc2n1)Nc1nc2c(s1)CN(Cc1ccccc1)CC2,2,8,-1,1.7,24,·,5,11,8,5
CC(=O)Nc1ccc(-c2cn3ccsc3n2)cc1,2,·,3,0.8,0,·,26,-4,-9,1
O=C(CSc1nc2ccccc2o1)N1CCN(c2ccccc2)CC1,-4,·,6,-1.2,-32,·,4,0,1,-1
O=C(O)c1ccc(Nc2nc(-c3ccccc3)nc3ccccc23)cc1,5,-2,-39,-6.4,-3,-2,4,-2,-7,-1
Cc1ccc(C)c(OCCC(=O)OCC(=O)NC(=O)NC2CCCC2)c1,-2,-3,-6,0.6,-19,0,-2,1,-9,1
CCOc1cc(C2Nc3ccccc3C(=O)N2c2ccccc2)ccc1O (stereo not given),0,33,-1,-5.1,5,10,7,2,-9,-3
CC(=O)c1sc(N/N=C\c2c(O)ccc3ccccc23)nc1C,-2,·,-12,8.4,97*,24,14,0,22,-1
CC(=O)Oc1ccc2c(c1)OC(c1ccccc1)CC21CC(C)(C)NC(=S)N1 (stereo not given),-2,-10,-4,0.3,41,2,-23,0,6,8
O=C(N/N=C/c1ccncc1)c1ccccc1[N+](=O)[O-],-2,-6,-5,-7.5,-24,-3,-3,-3,-10,7
C=CCNC(=O)CN1CCC(n2c(C)nc3cc(C(F)(F)F)ccc32)CC1,-1,9,6,1.4,6,-8,-17,1,10,4
O=C(N/N=C/c1c[nH]c2ccccc12)c1cccc(O)c1,1,35,0,-0.2,-11,11,9,2,-13,-2

# Just MITF act, V-ATPase pH and Wnt bcat act (3 entries from above):
canonical_smiles | MITF act | V-ATPase pH | Wnt bcat act
O=C(N/N=C/c1ccncc1)c1ccccc1[N+](=O)[O-] | -6 | -2 | -3
CC(C)[C@H](NC(=O)NCCc1ccccc1)C(=O)O | 0 | -1 | ·
O=C(Cc1cn2ccsc2n1)Nc1nc2c(s1)CN(Cc1ccccc1)CC2 | 8 | 2 | ·
